# M1 PAM parental = M1 PAM counterscreen hit in parental CHO-K1 cells. ATP EC20, Fluo-8 calcium fluorescence; 0% at ATP EC20, 100% at ATP max. activation, % at 3 µM. 360,000 tested, 0.02% active;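 active = activation above the run cutoff, the mean activation of all test compounds plus 3 SD, cut at about 40% in these data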;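 note: peak over basal fluorescence ratio in a 140 s read after ATP addition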
# CHO-K1 Ca antag = counter-screen for M1 antagonists: effect in parental CHO-K1 cells | inhibition, % at 3 µM | AID 602250 | 360,000 tested, 0.6% active | ATP-induced calcium, Fluo-8 fluorescence;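 active = inhibition above a per-plate cutoff, the plate's mean sample inhibition plus 3 SD, cut at about 24% in these data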;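 note: 0% = DMSO plus EC80 ATP and 100% = DMSO alone without ATP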
# M1 ag parental = nonselective activator or artifact in parental CHO-K1 cells. Fluo-8 calcium fluorescence; scaled to maximal ATP response, vehicle zero. activation, % at 3 µM. 360,000 tested, 0.48% active; in the data active = activation above about 15%;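 note: untransfected CHO-K1 host cells lacking M1 receptor as counterscreen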
# CHO parental Ca = counter-screen for OX1R antagonists: effect in parental CHO cells | AID 463079 | parental CHO-K1, ATP-induced calcium, Fluo-8 fluorescence | inhibition, % at 5.6 µM | 330,000 tested, 0.63% active;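 active = inhibition above that plate's mean sample inhibition plus 3 SD, cut at about 26% in these data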;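 note: 0% = ATP-challenged DMSO wells and 100% = DMSO wells without ATP; some compounds past the cut are filed as inactive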
#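 Material – parental CHO cells · Reagent – ATP stimulus · Compound – single nominal dose of 5.6 µM per compound · Detection – Fluo-8 fluorescence · Read-out basis – percent inhibition of calcium signal · Controls – ATP-challenged DMSO wells low, unchallenged DMSO wells high · Repeats – no replicates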
# TAAR1 agonist = human TAAR1 agonism; Q96RJ0; CHO RD-HGA16 TAAR1, Fluo-8 calcium fluorescence; vehicle wells 0%, saturating PEA agonist 100%; activation, % at 3 µM; 360,000 tested, 0.99% active; AID 624467;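 active = activation above the mean activation of all test compounds in the run plus 3 SD, cut at about 38% in these data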
# Target sequence (Q96RJ0 whole entry, looked up): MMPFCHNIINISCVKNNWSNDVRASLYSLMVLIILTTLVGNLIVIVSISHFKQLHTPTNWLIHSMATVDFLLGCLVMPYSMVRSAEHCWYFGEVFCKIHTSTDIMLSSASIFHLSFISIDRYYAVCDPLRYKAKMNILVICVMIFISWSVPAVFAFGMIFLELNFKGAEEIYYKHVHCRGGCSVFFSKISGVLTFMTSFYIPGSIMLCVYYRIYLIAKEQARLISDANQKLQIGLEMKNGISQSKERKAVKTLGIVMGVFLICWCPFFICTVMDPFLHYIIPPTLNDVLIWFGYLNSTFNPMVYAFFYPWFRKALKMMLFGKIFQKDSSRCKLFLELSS
#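 Test system: RD-HGA16 (CHO) cells co-expressing Gα16 and hTAAR1 | Doses: Single dose, 3 µM | Schedule: 17-24 h seeding, 75 min 37 °C dye, 30 min RT | Evaluation: % activation from peak over basal fluorescence ratio, DMSO-to-PEA scaled | Technique: Kinetic Fluo-8 calcium fluorescence | Benchmarks: Low control DMSO, high control PEA (EC100)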
# M1 PAM = human CHRM1 positive allosteric modulation; P11229; CHO-K1 hM1, Fluo-8 calcium fluorescence, ACh EC20; 0% = ACh EC20, 100% = maximal ACh; activation, % at 3 µM; 360,000 tested, 0.088% active; AID 588819; in the data active = activation above about 19%, passing the limit was not always enough
# Target sequence (P11229 whole entry, looked up): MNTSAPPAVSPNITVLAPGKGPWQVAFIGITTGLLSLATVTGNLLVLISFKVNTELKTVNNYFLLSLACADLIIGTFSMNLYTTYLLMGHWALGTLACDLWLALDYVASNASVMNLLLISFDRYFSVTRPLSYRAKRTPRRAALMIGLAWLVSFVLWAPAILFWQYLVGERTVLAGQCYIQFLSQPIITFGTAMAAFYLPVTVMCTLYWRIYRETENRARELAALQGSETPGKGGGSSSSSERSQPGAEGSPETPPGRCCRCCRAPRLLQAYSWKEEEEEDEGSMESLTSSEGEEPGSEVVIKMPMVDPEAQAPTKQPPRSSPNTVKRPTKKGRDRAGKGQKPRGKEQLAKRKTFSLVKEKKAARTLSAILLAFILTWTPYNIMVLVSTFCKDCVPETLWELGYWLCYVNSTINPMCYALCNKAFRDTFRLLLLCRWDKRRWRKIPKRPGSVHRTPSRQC
# CHRM1 agonist = human M1 muscarinic receptor agonism. P11229. CHO-K1 hM1, Fluo-8 calcium fluorescence, agonist mode; 0% DMSO, 100% acetylcholine EC100. activation, % at 3 µM. 360,000 tested, 0.33% active;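 active = activation above the run's mean compound activation plus 3 SD, cut at about 16% in these data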;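 note: peak over basal fluorescence ratio within a 140 s kinetic read after compound addition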
# CHRM1 antagonist = antagonists of human M1 muscarinic receptor | 360,000 tested, 1.3% active | CHO-K1 hM1, Fluo-8 calcium fluorescence, ACh EC80 antagonist | P11229 | inhibition, % at 3 µM | AID 588852;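 active = percent inhibition above its own plate's cutoff, namely the mean of that plate's compound wells plus 3 SD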;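 note: peak over basal fluorescence ratio during 140 s after agonist addition; 0% = ACh EC80 plus DMSO and 100% = DMSO alone without agonist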
# TAAR1 antag = human TAAR1 antagonism | Q96RJ0 | AID 624466 | 360,000 tested, 1.5% active | inhibition, % at 3 µM | CHO RD-HGA16 TAAR1, Fluo-8 calcium fluorescence, antagonist;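 active = inhibition above a per-plate cutoff, the mean inhibition of test compounds on that plate plus 3 SD, cut at about 49% in these data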;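 note: 0% = DMSO plus EC80 beta-PEA response and 100% = DMSO alone without agonist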
#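 System: CHO RD-HGA16 cells bearing hTAAR1. Reagent: EC80 β-phenethylamine stimulus. Schedule: seeding 17-24 h prior, 75-min 37 °C, 30-min RT dye loading. Signal: Fluo-8 intracellular calcium dye fluorescence, real-time kinetic reads. Read-out: % inhibition from peak post-agonist over basal fluorescence ratio. Benchmarks: vehicle wells and EC80 agonist wells. Replicates: n of 1.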
# The depositor's hits bear a star; . = not tested or not shown; & = joins results of further samples.
SMILES,M1 PAM parental,CHO-K1 Ca antag,M1 ag parental,CHO parental Ca,TAAR1 agonist,M1 PAM,CHRM1 agonist,CHRM1 antagonist,TAAR1 antag
Cc1c(O)ccc2c(CN3CCN(CCO)CC3)cc(=O)oc12,18,-7,0.7,5,1,1,-7,-10,8
N#Cc1cccc(CN2CCC(=O)N([C@H](CO)Cc3ccccc3)CC2)c1,19,-11,1.4,-3,8,4,-3,-3,2
Cc1cc(C)cc(NC(=O)CN2CCN(CCN=CC3=C(O)CC(C)(C)CC3=O)CC2)c1,21,-12,0.0,0,10,10,-4,-8,-11
Cc1ccc(C(=O)N/C(=C/c2ccc(-c3ccc([N+](=O)[O-])cc3)o2)C(=O)NCCCN(C)C)cc1,-18,9,5.7,0,0,0,1,6,-27
O=C(NCc1cc(F)ccc1F)C1CCC(=O)N(C2CCCCCC2)C1 (stereo not given),-17,-4,0.6,-24,4,-12,1,16,-4
CCC1(CC)C(=O)Nc2ccccc21,10,4,0.2,0,1,12,2,-16,-19
O=C(c1ccccc1)N1CCC2(CC1)NCCc1[nH]cnc12,2,-2,0.5,-12,5,2,-4,-3,-8
Oc1ccc(N=Nc2ccc3ccccc3c2)cc1,33,-38,2.5,43*,0,4,1,-11,13
COc1ccccc1CCC(=O)OCC(=O)N1CCN(S(=O)(=O)c2ccc(C)cc2C)CC1,15,4,2.0,-18,8,-3,-1,3,8
O=C(NC1CCCCCCC1)c1cccs1,-26,-8,2.7,-20,-2,-6,-6,7,-10
COC(=O)c1cc(/C=C/c2ccccc2)on1,17,-7,0.2,15,13,12,2,-14,4
COc1ccc(CNC(=O)C2CC(C)=C(C)CC2C(=O)O)cc1 (stereo not given),19,4,0.5,4,7,0,-4,1,8
CC(C)(CO)CN1CCC(n2nccc2NC(=O)C2CCOC2)CC1 (stereo not given),5,-10,0.1,.,8,7,-1,-21,-24
CCOC(=O)c1[nH]c2ccc(Br)cc2c1NC(=O)CCN1CCC(C)CC1,24,-13,1.8,-21,10,-14,-2,32*,-14
COc1cc2nc(Cl)nc(N3CCCCC3)c2cc1OC,15,-12,0.6,-12,0,7,-2,-7,2
COc1ccc(Cl)cc1C(=O)NCc1cnn(C)c1C,9,-11,0.6,3,2,5,-2,-8,-7
Cc1cc(C)n(-c2ccc(C(=O)N3CCN(S(=O)(=O)c4cccc(Br)c4)CC3)cc2)n1,-7,4,8.2,.,-2,-9,-3,4,-9
O=c1[nH]nc(SCCS(=O)(=O)c2ccc(F)cc2)n1-c1ccccc1C(F)(F)F,24,-14,0.9,-6,5,20,2,-17,-15
CC(NC(=O)Nc1ncccn1)(C(F)(F)F)C(F)(F)F,10,5,5.6,8,6,7,-3,0,-10
COc1ccc(C(=O)N/C(=C\c2cn(C)c3ccccc23)C(=O)OCCN(C)C)cc1,3,-4,0.7,-17,1,7,-5,-11,-4
Cc1cccc(NC(=S)NC(=O)c2cccs2)n1,2,-4,0.2,-3,22,5,-4,-2,9
Fc1ccc(Cn2cnc3ccccc32)cc1,11,-2,1.0,-13,7,6,0,-6,3
O=C(c1ccco1)N1CCN(Cc2nnc(-c3cccc(Br)c3)o2)CC1,-4,-6,3.8,-4,7,10,4,-4,11
C#CCCOC(=O)N1C2=NC(C(=O)OC)=C(C(=O)OC)[C@@H]3Nc4ccccc4[C@]23C[C@H]1C(=O)OC,3,2,-0.3,-14,0,14,0,-1,10
CSc1cccc(CN2CCC(Oc3ccc(C(=O)N4CCCCC4)cc3)CC2)c1,-12,10,1.7,-13,5,-13,-5,19,-19
CCOc1ccc2oc(C(=O)N3CCCN(C)CC3)c(C)c2c1,10,-20,0.7,-12,5,8,-7,-8,-11
CCN(CC)CCCNC(=S)N(CCO)Cc1cc2cc3c(cc2[nH]c1=O)OCO3,1,-5,-0.4,-10,0,11,-8,-17,-27
O=C(CNS(=O)(=O)c1ccc(Cl)c(C(F)(F)F)c1)NC1CCCCCC1,10,-16,0.3,-21,12,1,-1,2,-7
Cc1ccc(N=Nc2c(C)[nH]n(C(N)=S)c2=O)cc1,-7,9,2.1,-2,4,-6,-4,-1,6
O=C(O)c1ccc(N2C(=O)CC(N3CCC(c4nc5ccccc5[nH]4)CC3)C2=O)cc1 (stereo not given),20,-10,8.3,5,6,9,-9,1,-1

# As a working copy, part of the list above.
SMILES,M1 PAM parental,CHO-K1 Ca antag,M1 ag parental,CHO parental Ca,TAAR1 agonist,M1 PAM,CHRM1 agonist,CHRM1 antagonist,TAAR1 antag
COc1ccc(Cl)cc1C(=O)NCc1cnn(C)c1C,9,-11,0.6,3,2,5,-2,-8,-7
Cc1cc(C)n(-c2ccc(C(=O)N3CCN(S(=O)(=O)c4cccc(Br)c4)CC3)cc2)n1,-7,4,8.2,.,-2,-9,-3,4,-9
O=c1[nH]nc(SCCS(=O)(=O)c2ccc(F)cc2)n1-c1ccccc1C(F)(F)F,24,-14,0.9,-6,5,20,2,-17,-15
CC(NC(=O)Nc1ncccn1)(C(F)(F)F)C(F)(F)F,10,5,5.6,8,6,7,-3,0,-10

# More structures follow:
SMILES,M1 PAM parental,CHO-K1 Ca antag,M1 ag parental,CHO parental Ca,TAAR1 agonist,M1 PAM,CHRM1 agonist,CHRM1 antagonist,TAAR1 antag
COC(=O)c1cc(Cl)c(NC(=O)/C=C/c2ccc(OC)c(OC)c2)cc1OC,23,-46,6.9,-27,22,-4,-1,5,40
CC(=O)Nc1cc(C(C)C)c(O)c(C(C)C)c1,8,4,0.2,-9,6,9,0,-8,18
COC(=O)c1cccc(CSc2nc(-c3ccccc3)c(C#N)c(=O)[nH]2)c1,-17,-4,-0.2,-14,4,-2,-3,2,-28
Cc1ccc(OCCCC(=O)NNC(=O)c2ccncc2)cc1,10,-4,0.8,-1,1,9,-3,-14,-4
Cc1ccc(C(=O)N2CCN(S(=O)(=O)c3ccccc3[N+](=O)[O-])CC2)o1,15,-5,1.5,-10,4,2,-5,0,-1
CC[C@@H](C)[C@@H]1CN([C@@H](CN2CCC[C@H]2CN2C(N)=NC[C@H]2CC(C)C)C(C)C)C(=N)N1CCCC1CCCC1,15,-10,0.6,-16,2,-8,-11,-1,-6
ON1C(c2ccc(Cl)cc2Cl)N(O)[C@H]2CCCC[C@H]21 (stereo not given in full),1,-2,-0.4,-16,0,10,-1,-16,11
CCCC(=O)NCCc1cc2ccc(OC)cc2[nH]c1=O,26,-20,0.3,-5,1,-3,-4,18,-16
CN(c1ccccc1C(=O)Nc1ccccc1-c1ccccc1)S(C)(=O)=O,7,-6,10,.,0,9,-1,-15,-1
Cc1ccccc1-c1nnc(SCC(=O)N2CCCC2)o1,-4,10,0.0,0,1,19,4,-11,-13
CCOc1ccc(S(=O)(=O)N2CCCCC2)c(C)c1C,27,-15,0.8,.,5,0,-5,-7,9
NC(=O)c1ccccc1NC(=O)CN1CCOCC1,12,-7,0.3,7,2,13,-2,-11,2
CCCCCc1c(-c2ccc(F)cc2)ncn1CCc1ccccc1OC,6,-10,1.4,.,24,.,.,.,47
O=C(C1CC(=O)N(c2ccc(F)cc2)C1)N1CCN(c2ccc(F)cc2)CC1 (stereo not given),5,11,0.3,-11,0,15,4,-7,-23
O=C(COc1ccccc1)NNc1nc2ccccc2s1,-1,-2,0.6,-15,1,13,-1,-7,5
Cc1cc(NC(=O)c2ccccc2Cl)ccc1NC(=O)c1ccccc1Cl,3,3,2.4,2,10,2,-4,-6,1
Nc1nc(N)nc(-c2cccc(Cl)c2)n1,13,-8,-0.3,0,2,4,-2,-5,14
O=C(NCCSc1ccccc1)c1ccccc1F,14,-10,1.5,-15,1,8,-4,-16,-2
CON(C)C(=O)CCN(C(=O)OC(C)(C)C)c1ccccc1,1,-10,-0.2,-10,4,0,-5,2,12
CCOc1ccc(NC(=S)N2CCC(C(=O)c3ccc(OC)cc3)CC2)cc1,15,-12,0.7,.,-1,29*,0,-30,4
COc1cc(-c2n[nH]c(=O)o2)cc(OC)c1OC,-10,13,-0.2,1,15,6,-2,-6,-1
Cc1cc2c(cc1S(=O)(=O)NCc1ccc(N(C)C)cc1)OCC(=O)N2,20,-11,2.0,-15,2,5,-1,-12,-4
O=C1CCN(Cc2ccccc2)CCN1CCOc1ccccc1,12,-7,0.7,-17,3,7,-5,-4,1
Cc1ccc(-n2c(SCC(=O)NCCN3C(=O)CSC3=O)nnc2-c2ccccc2)cc1C,17,-10,0.4,-15,8,3,-11,-6,-26
Cc1cccnc1NC(=O)C1COc2ccccc2O1 (stereo not given),-18,0,0.6,-6,8,3,-2,2,7
CC1=CC(=C(C#N)C#N)C=C(C)N1CCC(C)C,-25,13,-0.3,-17,12,3,-4,6,13
CCOc1ccc(C(=O)N[C@H](C(=O)Nc2ccc(S(=O)(=O)Nc3nccs3)cc2)C(C)C)cc1,19,-16,1.7,-17,1,6,-4,-14,0
CC(C)CN(C(=O)CSc1nnc(-c2ccco2)o1)c1c(N)n(Cc2ccccc2)c(=O)[nH]c1=O,4,3,1.2,-21,3,4,-3,0,-22
O=C(Nc1ccncc1)c1ccc(Cl)cc1,10,-11,12,-2,-1,8,-2,-12,-4
COc1ccccc1-c1csc(C(NC(C)=O)c2cccc(F)c2)n1 (stereo not given),25,-16,-0.1,.,3,4,-5,-15,-27
COc1cc(C(=O)Nc2ccc(NC(=O)C3CC3)nc2)cc(OC)c1OC,15,-8,0.6,-17,8,3,-4,-9,-3
CCCc1cc(=O)[nH]c(SCC(=O)N2c3ccccc3CC2C)n1 (stereo not given),20,-4,-0.7,-18,0,2,1,1,-13
CCOC(=O)c1cc2c(=O)n3cccc(C)c3nc2n(Cc2ccco2)c1=NC(=O)c1ccccc1,4&4,-3&2,0.6&1.2,-11,1&7,-16&-15,-7&-7,11&9,-12&8
Cn1c(-c2ccc(F)cc2)cnc1NCc1ccccc1F,21,-4,1.1,-14,16,-8,-9,3,1
CN(C)C(CNC(=O)c1cc(S(=O)(=O)N(C)Cc2ccccc2)ccc1Cl)c1ccco1 (stereo not given),-8,17,11,18,5,-13,-1,31*,14
c1ccc2c(c1)CNC1(CCCCC1)C2,1,4,0.1,-7,9,0,-5,0,-11
Cc1ccc(OCC(=O)Nc2ccc(F)cc2)c([N+](=O)[O-])n1,14,-12,1.7,3,9,8,-11,-1,0
O=C1c2ccccc2-c2onc3ccc(Oc4ccccc4)c1c23,8,2,2.9,1,43*,6,1,9,67*
COc1cccc(NC(=O)CCc2nc(-c3cccs3)no2)c1,-10,-9,7.5,-13,.,7,2,-4,.
O=C(C[n+]1ccc2c(c1)nnn2-c1ccccc1)c1ccc(Cl)cc1,21,-15,-0.1,5,7,0,-9,-6,-22
COC(=O)NCc1cc2cc(Cl)ccc2[nH]1,6,-12,1.6,2,4,2,-5,2,-15

# Compound activity deposited in PubChem by The Scripps Research Institute Molecular Screening Center.
